Screens: PubChem, National Center for Advancing Translational Sciences (NCATS)
Vif-A3G inh – blocks the Vif interaction with human APOBEC3G. 410,000 tested, 0.076% active. HeLa A3G-eYFP + Vif (tagged APOBEC3G with the HIV-1 protein that degrades it), YFP fluorescence, overnight. Potency, µM (series often up to 46.1 µM), without a hit: at the highest dose activity, negative = active, hits mostly inhibitors. AID 602310;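 further: on the % scale 0 is the no-effect control and ±100 the full control effect; nearly all actives have a fitted effect of over 60% in size; hits raise eYFP signal because A3G escapes Vif-driven loss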
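HeLa cells stably expressing Vif and C-terminally eYFP-tagged A3G, seeded overnight at 37 deg C, then exposed to compound by pintool overnight at 37 deg C. Rise in yellow fluorescence (Ex 488/Em 500-530, Acumen) marks blocked Vif-driven A3G degradation.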
TrxR1 substrate – is turned over as a substrate by rat TrxR1; O89049; purified TrxR1 substrate turnover, NADPH consumption readout; Potency, µM (doses to about 114 µM), without a hit: top-dose activity change, negative = substrate turnover; 390,000 tested, 0.01% active; further: on the % scale 0 is the no-effect control and ±100 the full control effect; nearly all actives have a fitted effect of over 50% in size
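Rat TrxR1, dispensed at 90 nM, was prereduced with 400 uM NADPH (final) for 5 min at ~22 deg C, then incubated with compound 15 min before 400 uM selenite. A first-read NADPH fluorescence drop versus no-compound background flagged substrates.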
Vif-A3F inh – Vif-A3F binding inhibition; 390,000 tested, 0.2% active; Potency, µM (series often up to 46.1 µM), for inactives: at the top dose activity, negative = active; HeLa A3F-eYFP + Vif (tagged APOBEC3F with the HIV-1 protein that degrades it), YFP fluorescence increase; AID 602313; further: % of control where 0% means no effect; nearly all actives have a fitted effect of over 65% in size
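HeLa cells stably expressing Vif plus C-terminally eYFP-tagged A3F were seeded, incubated overnight at 37 deg C, dosed with compound, incubated overnight again at 37 deg C. Yellow fluorescence (Ex 488/Em 500-530) reported blocked Vif-mediated A3F-eYFP degradation.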
RGS4 inhibitor – inhibitors of human regulator of G protein signaling 4 | Potency, µM (top dose mostly 114 µM), inactives show at the top dose activity change, negative = inhibition, most hits filed as inhibitors | P49798 | 390,000 tested, 0.039% active | Transcreener GDP fluorescence polarization, RGS4-accelerated GTP hydrolysis | AID 504845; further: on the % scale 0 is the no-effect control and ±100 the full control effect; nearly all actives have a fitted effect of over 75% in size; some results filed as inactive show a strong effect at the top dose
Target sequence (P49798 whole entry, looked up): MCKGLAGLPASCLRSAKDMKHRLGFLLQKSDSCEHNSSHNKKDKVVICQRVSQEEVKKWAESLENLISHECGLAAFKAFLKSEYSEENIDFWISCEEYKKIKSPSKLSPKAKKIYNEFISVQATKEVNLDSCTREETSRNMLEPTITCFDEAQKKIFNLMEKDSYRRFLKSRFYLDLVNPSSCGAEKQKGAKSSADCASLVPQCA
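MLSMR compounds (23 nl, pin-transferred) preincubated 10 min at room temperature with a 500nM (2x) first reagent, then RGS4 at 900nM (2x) plus Transcreener GDP mix added; fluorescence polarization (620/688 nm) read before and after 90 min at 30 °C.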
ALOX12 inh – ALOX12 (human) lipoxygenase inhibition; purified 12hLO, xylenol orange hydroperoxide absorbance; Potency, µM (top dose mostly 108 µM), without a hit: at the top dose activity change, negative = inhibition, most hits filed as inhibitors; 580,000 tested, 1.1% active; P18054; further: on the % scale 0 is the no-effect control and ±100 the full control effect
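Purified human 12hLO (150 nM final) in 25 mM Hepes, 0.01% Triton X-100, pH 7.0 was preincubated 15 min at room temperature with compound. Then 40 uM arachidonic acid was added, 30 min. Hydroperoxide was read by Fe-XO absorbance ratio 573/405 nm.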
USP1 inh – blocks the human USP1/UAF1 deubiquitinase complex; recombinant USP1/UAF1, Ub-Rhodamine cleavage fluorescence; Potency, µM (series often up to 57.1 µM), inactives show top-dose activity change, negative = inhibition, most hits filed as inhibitors; 390,000 tested, 0.23% active; O94782; AID 743255; further: on the % scale 0 is the no-effect control and ±100 the full control effect; nearly all actives have a fitted effect of over 60% in size; inactives centre near -12
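In this screen, compounds sit with the deubiquitinase complex (1nM) for 15 min at room temperature before Ub-Rho is added at 150nM final. Fluorescence rise is then followed for 6 reads every 60 seconds.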
rTrxR1 inhibitor – rat TrxR1 inhibition; recombinant rTrxR1, NADPH fluorescence consumption, selenite substrate; O89049; Potency, µM (highest dose often 114 µM), inactives show at the top dose activity change, negative = inhibition, hits mostly inhibitors; 390,000 tested, 1% active; further: on the % scale 0 is the no-effect control and ±100 the full control effect; nearly all actives have a fitted effect of over 65% in size
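Rat TrxR1 (90 nM in the dispensed reagent) was pre-reduced with 400 uM NADPH for 5 min at room temperature, then incubated with compound for 15 min. After 400 uM selenite was added, NADPH fluorescence (Ex 340/Em 450 nm) was followed for 8 min.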
IDH1 R132H inh – blocks human mutant IDH1 R132H enzyme | 390,000 tested, 0.093% active | O75874 | AID 602179 | IDH1-R132H enzyme, NADPH consumption, diaphorase/resazurin fluorescence | Potency, µM (highest dose often 76.6 µM), without a hit: at the top dose activity change, negative = inhibition, actives largely listed as inhibitors; further: on the % scale 0 is the no-effect control and ±100 the full control effect; nearly all actives have a fitted effect of over 65% in size
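IDH1-R132H (0.5 ug/mL dispensed) in pH 7.5 Tris buffer was preincubated 30 min with compound, then given a substrate mix of 0.016 mM NADPH and 2 mM alpha-KG for 80 min at room temperature; remaining NADPH was read by diaphorase/resazurin fluorescence.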
RXFP1 ag – agonists of human relaxin receptor RXFP1; Q9HBX9; HEK293T-RXFP1 cAMP TR-FRET, 30 min; response scale: percent of porcine relaxin response, buffer zero; Potency, µM (series often up to 57.5 µM), without a hit: at the top dose activation, actives largely listed as activators; 370,000 tested, 0.3% active; further: on the % scale 0 is the no-effect control and ±100 the full control effect; nearly all actives have a fitted effect of over 60% in size; many of its hits are not listed in these tables
Target sequence (Q9HBX9 whole entry, looked up): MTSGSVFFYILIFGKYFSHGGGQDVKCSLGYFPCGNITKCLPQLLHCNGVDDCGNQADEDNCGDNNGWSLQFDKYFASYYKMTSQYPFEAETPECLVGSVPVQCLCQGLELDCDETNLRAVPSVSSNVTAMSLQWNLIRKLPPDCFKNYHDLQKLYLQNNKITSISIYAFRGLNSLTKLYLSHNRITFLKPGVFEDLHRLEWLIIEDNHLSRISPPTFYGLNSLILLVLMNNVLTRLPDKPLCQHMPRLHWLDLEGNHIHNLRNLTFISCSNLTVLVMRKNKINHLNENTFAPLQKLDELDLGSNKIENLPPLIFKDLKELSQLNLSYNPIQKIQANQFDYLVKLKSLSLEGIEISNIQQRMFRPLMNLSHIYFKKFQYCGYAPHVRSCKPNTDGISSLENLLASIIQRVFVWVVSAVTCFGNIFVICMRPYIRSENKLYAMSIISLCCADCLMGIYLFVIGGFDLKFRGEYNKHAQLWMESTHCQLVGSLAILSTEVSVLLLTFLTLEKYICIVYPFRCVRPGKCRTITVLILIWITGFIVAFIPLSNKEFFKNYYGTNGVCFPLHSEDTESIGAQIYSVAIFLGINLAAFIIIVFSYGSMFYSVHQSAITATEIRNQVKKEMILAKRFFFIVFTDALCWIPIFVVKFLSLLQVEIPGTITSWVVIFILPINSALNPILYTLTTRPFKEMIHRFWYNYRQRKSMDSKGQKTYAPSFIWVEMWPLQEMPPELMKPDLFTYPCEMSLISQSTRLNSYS
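cAMP rise read by TR-FRET after 30 min, 37C compound exposure (up to 58 uM) in RXFP1-transfected HEK293 cells with Ro 20174 present. EC50 from Hill-equation fits, with 29 nM porcine relaxin as 100% and buffer as basal.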
* hit, by the source's call; u = inconclusive; x = no result given; & = joins results of further samples; [ ] = dose if it differs, or a comment. The call rests on the fitted dose curve; in most records, active means well fitted curve in the direction sought with a large enough effect; inconclusive means small, poorly fitted or top-dose-only effect, or another doubt; inactive means no such curve, though single readings can be large; an effect the other way counts as inactive or inconclusive. Potency means the concentration at half of the fitted maximal effect.

molecule | Vif-A3G inh | TrxR1 substrate | Vif-A3F inh | RGS4 inhibitor | ALOX12 inh | USP1 inh | rTrxR1 inhibitor | IDH1 R132H inh | RXFP1 ag
Cc1[nH]c(=O)c(C(=O)/C=C/c2ccccc2)c2c1CCCC2 | -19% | 5%[57.1 µM] | -9% | -20% | u | -19% | -24%[57.1 µM] | 8% | 1.8%
c1ccc2nc(N3CCCC3)c(N3CCCCC3)nc2c1 | 1% | 15% | -4% | 1% | u | -18% | 17% | 4% | x
O=C(CNC(=O)c1cccc(Br)c1)N/N=C/c1ccc[nH]1 | 0% | -14% | -10% | 24% | -1% | -26% | -18% | -1% | 2.1%
CCC1=Nc2cc(C(=O)NCc3ccco3)ccc2Sc2ccc(Cl)cc21 | u | -3% | -3% | -1% | u | u | -34% | -1% | -0.1%
N=c1c(C(=O)NC2CCCCC2)cc2c(=O)n3ccccc3nc2n1CC1CCCO1 (stereo not given) | 0% | 995%[activator] | -1% | -9% | -19% | -19% | u | -1% | u
O=C(CCNC(=O)c1ccc(Br)o1)NC1CCCC1 | 2% | 4% | -2% | 24% | 12% | -12% | 18% | 7% | 1.3%
O=C(CN1C(=O)CSC1=O)NC1CCCCC1 | -1% | -7% | -3% | -16%[56.9 µM] | 0% | -5% | -11% | 0% | 0.0%
CCC(=O)N1CCc2cc(CNC(=O)C(CC)c3ccccc3)ccc21 (stereo not given) | 0% | -3%[57.1 µM] | 3% | -2% | u | -13% | 10%[57.1 µM] | 8% | -1.0%

An excerpt of these results, with two lines to a compound:
Each structure is followed by: Vif-A3G inh | TrxR1 substrate | Vif-A3F inh | RGS4 inhibitor | ALOX12 inh | USP1 inh | rTrxR1 inhibitor | IDH1 R132H inh | RXFP1 ag
- CCC(=O)N1CCc2cc(CNC(=O)C(CC)c3ccccc3)ccc21 (stereo not given)
 : 0% | -3%[57.1 µM] | 3% | -2% | u | -13% | 10%[57.1 µM] | 8% | -1.0%
- CCC1=Nc2cc(C(=O)NCc3ccco3)ccc2Sc2ccc(Cl)cc21
 : u | -3% | -3% | -1% | u | u | -34% | -1% | -0.1%

Other entries
molecule | Vif-A3G inh | TrxR1 substrate | Vif-A3F inh | RGS4 inhibitor | ALOX12 inh | USP1 inh | rTrxR1 inhibitor | IDH1 R132H inh | RXFP1 ag
Cc1ccc(OCc2ccc(C(=O)NN)o2)c([N+](=O)[O-])c1 | -2% | 4% | 3% | 6% | 16% | -22% | 22% | 8% | 0.3%
Cc1ccc(S(=O)(=O)N2CCOCC2)cc1NC(=O)COC(=O)c1ccc2c(c1)OCCO2 | 6% | 0% | 3% | 7% | 77%[activator] | -11% | 16% | -1% | -2.7%
CC(C)=CCc1c(O)cc(O)c2c1OC(c1ccc(O)cc1)CC2=O (stereo not given) | -5% | -5% | 3% | 2% | u | -2% | 4% | -20% | x
O=S(=O)(c1ccc(OC(F)(F)F)cc1)N1CCCC(N2CCOCC2)C1 (stereo not given) | 0% | 0%[57.1 µM] | 3% | 3% | 1% | -11% | -2%[57.1 µM] | 11% | -0.3%
COc1ccccc1C(=O)CC(=O)c1ccccc1 | -2% | 0% | 0% | -5% | 12% | -17% | -7% | 3% | -0.4%
CCCN(CCC)S(=O)(=O)c1ccc(C(=O)N2CCN(C)CC2)cc1 | 1% | -3%[57.1 µM] | -9% | 12% | -1% | 2% | 2%[57.1 µM] | 7% | 3.6%
Cc1ccc(C(C)C)cc1OCC(=O)NC1CCCCCCC1 | 0% | -1% | u | 4% | -6% | -25% | 15% | 5% | 0.3%
COc1ccc(C(O)P(=O)(OC2CCCCC2)c2ccc(N(C)C)cc2)cc1OC (stereo not given) | 0% | -4% | 3% | 25% | -1% | -14% | -8% | 16% | -1.2%
O=C(CNC(=O)c1ccco1)Nc1ccncc1 | -2% | 8% | 7% | 31% | x | -8% | -2% | -5% | -0.9%
O=C(O)C1CC(c2ccccc2F)=NO1 (stereo not given) | 2% | 4%[57.1 µM] | -14% | 27% | u | 1% | -6%[57.1 µM] | -4% | 3.3%
Cc1nnc(NC(=O)CSCc2cc(=O)c3ccc(C)c(C)c3[nH]2)s1 | 0% | 0%[57.1 µM] | -7% | -2% | -11% | 2% | 3%[57.1 µM] | 16% | 1.3%
Cc1cccc(C)c1NC(=O)CN(C1CCCCC1)S(C)(=O)=O | 0% | 11% | 7% | 16% | 8% | -4% | 36% | 7% | 3.0%
CC(C)(C)c1[nH]c2ccccc2c1/C=N/O | -2% | 12%[57.1 µM] | 8% | -27% | 11% | -5% | 18%[57.1 µM] | 5% | -1.1%
Cc1cc(NC(=O)c2cnn3c(C(F)(F)F)cc(-c4ccccc4)nc23)no1 | 1% | 5% | -13% | -17% | -5%[57.4 µM] | -20% | 25% | 1% | -1.2%
Cc1nn(C(=O)CCC(=O)NCc2cccc(F)c2)c2ccccc12 | -5% | 7% | 2% | -38% | -5% | -14% | 6% | 7% | 0.4%
C=CCN1C(=O)C(Cc2ccc(OC)cc2)S/C1=N\N=C\c1cccs1 (stereo not given) | 2% | -6% | 5% | -14% | 0% | -11% | -9% | 7% | -0.9%

Single records, as listed above:
Entry for Cc1nn(C(=O)CCC(=O)NCc2cccc(F)c2)c2ccccc12 : Vif-A3G inh = -5%; TrxR1 substrate = 7%; Vif-A3F inh = 2%; RGS4 inhibitor = -38%; ALOX12 inh = -5%; USP1 inh = -14%; rTrxR1 inhibitor = 6%; IDH1 R132H inh = 7%; RXFP1 ag = 0.4%
Entry for C=CCN1C(=O)C(Cc2ccc(OC)cc2)S/C1=N\N=C\c1cccs1 (stereo not given) : Vif-A3G inh = 2%; TrxR1 substrate = -6%; Vif-A3F inh = 5%; RGS4 inhibitor = -14%; ALOX12 inh = 0%; USP1 inh = -11%; rTrxR1 inhibitor = -9%; IDH1 R132H inh = 7%; RXFP1 ag = -0.9%

(cont.)
molecule | Vif-A3G inh | TrxR1 substrate | Vif-A3F inh | RGS4 inhibitor | ALOX12 inh | USP1 inh | rTrxR1 inhibitor | IDH1 R132H inh | RXFP1 ag
Cc1cccc(C)c1OC(=O)C(c1ccccc1)c1ccccc1 | -8% | 6% | -6% | 15%[11.4 µM] | -16% | -14% | 38% | 8% | -0.5%
COc1ccc(-n2c(N)cc(=O)[nH]c2=O)cc1 | -5% | 6%[57.1 µM] | -11% | 0% | x | -5% | 27%[57.1 µM] | 20% | 0.0%
Cc1cc2cc(CNC(=O)c3ccc(C)c([N+](=O)[O-])c3)ccc2[nH]1 | 0% | -5%[57.1 µM] | 3% | -3% | 2% | -4% | -5%[57.1 µM] | 0% | 5.9%
CCC(C)NC(=O)c1n[nH]c(=O)c2ccccc12 (stereo not given) | 0% | -7% | 6% | 13%[11.4 µM] | -7% | -1% | -15%[57.1 µM] | -3% | 4.8%
O=C(Cc1ccccc1)c1ccc(N2CCOCC2)cc1 | 0% | 12%[57.1 µM] | -1% | -51% | -14% | -16% | 29%[57.1 µM] | 1% | x
COC(=O)c1sccc1NC(=O)C1CC1 | -3% | -21%[11.4 µM] | 10% | -21% | 428%[activator] | -3% | 22%[11.4 µM] | 11% | 7.0%
O=C(c1cc(=O)[nH]c2ccccc12)N1CCN(c2cccc(C(F)(F)F)c2)CC1 | 1% | 6%[57.1 µM] | 2% | u | u | -19% | 14%[57.1 µM] | 5% | -0.1%
COc1ccccc1CNC(=O)CN1C(=O)CSc2ccc(S(=O)(=O)N3CCCC3)cc21 | -2%&0% | -6%[57.1 µM] | 1%&1% | -7%&1% | -9%&-21% | -10%&4% | 2%[57.1 µM] | -9%&0% | -1.0%&0.1%
CC(C)(C)c1ccc(C(=O)CCCSC2=C(C#N)C(c3ccco3)C3=C(CCCC3=O)N2)cc1 (stereo not given) | 4% | 0%[57.1 µM] | -1% | -15% | 0% | -12% | -14%[57.1 µM] | 0% | 0.9%
O=C(CSc1nnnn1C1CCCC1)Nc1ccc(F)cc1 | -4% | 0% | -18% | -3% | 0% | -14% | 13% | 1% | -0.1%
Cc1ccc2nc(N3CCN(Cc4ccc(F)cc4)C3=O)c(C)cc2c1 | 0% | -4% | 6% | -13% | 0% | -9% | 7% | 12% | 1.1%
C1=C\CCC2(OCCO2)C2(CC/1)OCCO2 | 0% | x | 0% | x | -27% | -21% | x | -2% | x
CC(C)NC(=O)N(C)C[C@H]1OCCCC[C@H](C)Oc2ccc(NC(=O)NC3CCCCC3)cc2C(=O)N([C@H](C)CO)C[C@@H]1C | -5% | x | 0% | x | -25% | u | x | 6% | x
COc1ccc(CN2CCN(C(=O)C3CCN(C(=O)Nc4ccccc4)CC3)CC2)cc1OC | 2% | 1% | -5% | -3% | -11% | -20% | 9% | -11% | x
CC(C)(C)SCCNC(=O)CSCc1ccc([N+](=O)[O-])cc1 | 0% | -11%[57.1 µM] | -2% | 13% | 0%[57.4 µM] | -2% | -11%[57.1 µM] | 16% | 0.2%
Cc1cccc(C(=O)N2CCc3cc(CNC(=O)c4ccnn4C)ccc32)c1 | 4% | -9%[57.1 µM] | 0% | 1% | u | 4% | -6%[57.1 µM] | -7% | 3.3%
CCOC(=O)C1=C(C)N(CCCC(=O)O)C(=O)NC1c1ccccc1 (stereo not given) | -6% | 9%[57.1 µM] | 0% | 9% | -2% | -13% | 20%[57.1 µM] | -11% | x
O=C(O)C1CCC(=O)N1Cc1ccccc1Cl (stereo not given) | 3% | -5% | -4% | -9% | 150%[activator] | -5% | -9% | 13% | 1.8%

These rows are one share of the data, so the mix of outcomes need not match the whole.
